Tau fluor cs: counter-screen for tau fibril formation inhibitors. Potency, µM (doses to about 57.7 µM), inactives show at the highest dose activity change, negative = decrease. AID 1463. 0.93% of 280,000 active. tau K18 P301L Alexa594 fluorescence, heparin fibrillization; note: nearly all actives have a fitted effect of over 55% in size
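Human K18 P301L tau (15 uM unlabeled plus 0.24 uM Alexa 594-labeled, final) in 100 mM sodium acetate pH 7 was mixed with compound and 20 uM heparin and incubated 6 hr at 37 C.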
ALDH1A1 inh: inhibitors of human aldehyde dehydrogenase 1A1; Purified ALDH1A1, NADH fluorescence, propionaldehyde substrate; P00352; 7.3% of 220,000 active; AID 1030; Potency, µM (series often up to 75.3 µM), inactives show at the highest dose activity, negative = inhibition, actives largely listed as inhibitors; active = well fitted inhibition curve with a large enough effect, not every such curve was filed as active; inconclusive = small, poorly fitted or top-dose-only effect, or another doubt; inactive = no such curve, though single readings can be large or run the other way;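 note: plate controls were no enzyme wells and a reference inhibitor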
TRb-SRC2 inh: TRbeta-SRC2 interaction inhibition. P10828. TRbeta-SRC2 peptide binding, fluorescence polarization; receptor liganded with 1 µM T3. Potency, µM (titrated, usually from 106 µM), for the others: at the highest dose activity change, negative = inhibition, most hits filed as inhibitors. 0.065% of 280,000 active. AID 1469;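 note: plate controls were bound peptide for no effect and peptide without receptor for full effect; nearly all actives have a fitted effect of over 50% in size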
Target sequence (P10828 whole entry, looked up): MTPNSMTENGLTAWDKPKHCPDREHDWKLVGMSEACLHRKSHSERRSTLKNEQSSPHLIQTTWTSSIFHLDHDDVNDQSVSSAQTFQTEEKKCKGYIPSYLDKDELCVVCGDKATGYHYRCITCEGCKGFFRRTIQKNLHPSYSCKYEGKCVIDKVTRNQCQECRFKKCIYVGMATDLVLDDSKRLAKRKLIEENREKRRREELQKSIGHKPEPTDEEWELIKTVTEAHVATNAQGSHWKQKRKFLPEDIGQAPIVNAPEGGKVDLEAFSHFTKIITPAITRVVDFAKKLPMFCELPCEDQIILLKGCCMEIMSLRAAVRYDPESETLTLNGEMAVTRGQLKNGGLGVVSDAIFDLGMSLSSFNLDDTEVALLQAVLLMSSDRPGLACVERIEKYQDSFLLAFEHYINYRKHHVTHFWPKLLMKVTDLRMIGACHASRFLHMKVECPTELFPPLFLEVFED
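Fluorescence polarization of 20 nM Texas Red SRC2 peptide (20-aa NR interaction domain) bound to 0.6 uM human TRb ligand-binding domain, with 1 uM T3, after 5 hr at ambient temperature; inhibition seen as decreased polarization.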
TexasRed fluor: alters Texas Red total fluorescence, flagging assay interference; TRb/SRC2 Texas Red total fluorescence interference; AID 1479; 0.29% of 280,000 active; Potency, µM (series often up to 106 µM), for inactives: at the highest dose fluorescence change, negative = quenching; active = well fitted curve in either direction with a large enough effect; inconclusive = small, poorly fitted or top-dose-only effect
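Human TRβ ligand-binding domain (0.6 uM) and Texas Red SRC2 peptide (20 nM) in Tris buffer with 1 uM T3 and 5% DMSO were incubated with pinned compound for 5 hr at ambient temperature. Total fluorescence was computed as S + 2P (555/632 nm).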
Tau FP inhib: inhibitors of human tau fibril formation | P10636 | Potency, µM (doses to about 57.7 µM), for the others: at the highest dose activity, negative = inhibition, hits mostly inhibitors | 0.39% of 280,000 active | AID 1468 | K18 P301L tau heparin fibrillization, Alexa594 FP, 6 h; note: nearly all actives have a fitted effect of over 55% in size
Target sequence (P10636 561-689 P618L limits assumed): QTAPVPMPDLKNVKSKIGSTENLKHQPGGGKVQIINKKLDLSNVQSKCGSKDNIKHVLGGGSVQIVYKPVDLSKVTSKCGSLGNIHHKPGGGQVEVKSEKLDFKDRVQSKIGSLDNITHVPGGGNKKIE
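Compound effects on tau fibrillization are measured by Alexa 594 fluorescence polarization (ex 555, em 632 nm). K18 P301L tau is used at 15 uM with 0.24 uM labeled tracer, and 20 uM heparin induces aggregation over 6 hr at 37 C.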
L3MBTL1 inh: inhibitors of human L3MBTL1. AlphaScreen L3MBTL1–H3K9me1 peptide binding. 0.66% of 230,000 active. Q9Y468. Potency, µM (series often up to 57.1 µM), inactives show at the top dose activity, negative = inhibition, actives largely listed as inhibitors; note: nearly all actives have a fitted effect of over 60% in size
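AlphaScreen proximity signal between nickel-chelate acceptor and streptavidin donor beads (final 10 ug/mL) reports binding of 50 nM L3MBTL1 to 75 nM biotin-H3 K9me1 peptide; complex incubated with compounds 30 min at room temperature; cefsulodin titration as control.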
Tau ThT inhib: tau fibrillization inhibition (ThT binding) | P10636 | recombinant tau K18 P301L, heparin-induced fibrillization, ThT fluorescence | Potency, µM (series often up to 57.4 µM), for the others: at the highest dose activity, negative = inhibition, most hits filed as inhibitors | 2.1% of 270,000 active | AID 1460; note: nearly all actives have a fitted effect of over 55% in size
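Using a mix of unlabeled (15 uM) and Alexa 594-labeled (0.24 uM) tau K18 P301L, heparin-triggered fibrillization over 6 hr at 37 C was scored by ThT fluorescence.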
GLA spleen mod: inhibits or activates alpha-galactosidase in human spleen homogenate. human spleen homogenate, 4MU-alpha-Gal fluorescence, 40 min. 0.008% of 240,000 active. AID 2107. Potency, µM (doses to about 80 µM), inactives show top-dose activity change, negative = inhibition, actives largely listed as inhibitors. P06280;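 note: 0% = enzyme with vehicle and -100% = no enzyme basal signal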
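Inhibition or activation of alpha-galactosidase in human spleen homogenate is scored by 4-MU fluorescence after 40 min at 37C, pH 5.0, with 1 mM substrate. AC50s come from concentration-response fitted to the Hill equation.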
* hit, by the source's call; ? = inconclusive; · = not tested or not shown; & = joins results of further samples; [ ] = dose if it differs, or a comment. Unless noted, calls come from the whole dose curve; as a rule, active = well fitted curve in the direction sought with a large enough effect; inconclusive = small, poorly fitted or top-dose-only effect, or another doubt; inactive = no such curve, though single readings can be large; an effect the other way counts as inactive or inconclusive. Unless noted, % is set by controls: 0 for no effect and ±100 for the full control effect; potency is the fitted concentration of half-maximal effect.

# | compound | L3MBTL1 inh | Tau ThT inhib | Tau FP inhib | ALDH1A1 inh | GLA spleen mod | Tau fluor cs | TRb-SRC2 inh | TexasRed fluor
1 | CNS(=O)(=O)c1cn(CC(=O)Nc2ccc(OC)cc2OC)cc1S(=O)(=O)NC | · | 4% | 0% | · | · | -4% | -4% | -3%
2 | CCNC(=O)C12CCC(C)(C(=O)O1)C2(C)C (stereo unspecified) | -27% | -6% | -10% | 6% | -7% | -6% | -3% | -2%
3 | O=C(Nc1nc(-c2ccc(Cl)cc2)cs1)NC1CCCCC1 | 12% | -13% | ? | -1% | 3% | ? | 7% | 0%
4 | Cc1ccc(N=Cc2sc(O)c3ccccc23)cc1 | 34%[activator] | -8% | -10% | ? | -8% | ? | 3% | -5%
5 | CCCCc1ccc(NC(=O)N[C@@H](CC(C)C)C(=O)O)cc1 | -20% | ? | -1% | · | 4% | -18% | 7% | -2%
6 | CC(C)(C)NC(=O)C1CN(S(=O)(=O)c2ccccc2)CCN1S(=O)(=O)c1ccccc1 (stereo unspecified) | 5% | 2% | 0% | -7% | -1% | -4% | 4% | -2%
7 | CO[C@@H]1COC(=O)CCC[C@@H](C)[C@H](OC)COC(=O)CCC[C@H]1C | · | -4%[11.5 µM] | -3%[11.6 µM] | 3%[13.5 µM] | 7%[17.5 µM] | -5%[11.6 µM] | 7%[11.2 µM] | 0%[11.2 µM]
8 | COC(=O)c1cc2occc2n1Cc1nc(-c2ccc(Cl)cc2)oc1C | -5% | -4%&-8% | -2%&-2% | ? | 0% | -9%&-11% | -2%&7% | 4%&1%
9 | O=C(NC1CCCCC1)c1cc([N+](=O)[O-])[nH]n1 | -17% | 10% | -9% | -12% | 5% | 4% | 11% | 0%
10 | COc1ccc2nc(NC(=O)C3CCN(S(=O)(=O)c4cccc5nsnc45)CC3)sc2c1 | -6% | ? | -5% | -8% | -8% | ? | -4% | -1%
11 | CCn1cc(CCC(=O)NCc2ccccc2OC)c2ccccc21 | · | -10% | 3% | · | · | -17% | -9% | -2%
12 | Cc1cc(C(=O)COC(=O)c2ccccc2O)c(C)n1Cc1cccs1 | · | -14% | -7% | -9% | -9% | ? | 2% | -1%
13 | N#Cc1nc(-c2ccco2)oc1NCc1ccccc1Cl | · | · | 10% | · | 8% | ? | -8% | -2%
14 | Cc1ccc(-n2c(-c3ccco3)nc3nc4ccccc4nc32)cc1F | 4% | -16% | 6% | ? | 3% | -12% | -16% | -1%
15 | Cc1cc(C)c2c(=O)cc(C(=O)Nc3sc4c(c3C(=O)NCC3CCCO3)CCCC4)oc2c1 (stereo unspecified) | · | ? | -7% | · | · | -26% | 15% | -25%
16 | CCCNC(=O)Cc1ncn[nH]1 | -1% | -4% | -3% | 0% | -1% | -6% | 0% | -1%
17 | O=C(c1ccco1)N1CCN(CC(=O)N2c3ccccc3CCc3ccccc32)CC1 | · | 0% | -4% | ? | -6% | -2% | -18% | 1%
18 | O=C1CN(C(=O)c2ccc(Cl)cc2Cl)C(c2ccc(F)cc2)c2cc(F)ccc2N1 (stereo unspecified) | · | -15% | -1% | · | · | -24% | 8% | -2%
19 | Cc1cc(C)c(S(=O)(=O)N2CCCCC2)c(C)c1-n1ncnn1 | · | 11% | 0% | 3% | -15% | 5% | -3% | -7%
20 | O=[N+]([O-])c1cccc2c3c([nH]c12)CCCC3 | -2% | ? | 1% | · | -4% | -9% | -2% | -7%
21 | Cc1c(Cl)ccc2sc(NC(=O)c3ccc(S(=O)(=O)N4CCCC4)cc3)nc12 | · | 5% | -11% | · | · | -11% | 1% | -1%
22 | Cc1cccc(C)c1N1C(=O)CC(N2CCSCC2)C1=O (stereo unspecified) | · | · | -1% | · | 9% | 8% | -6% | -1%
23 | COc1cccc(/C=C(\C#N)C(=O)Nc2ccc(NC(C)=O)cc2)c1OC | · | 6% | 0% | · | · | 10% | -7% | -2%
24 | COc1cc(/C=N/N=C2/C(=O)Nc3ccccc32)cc(OC)c1O | -18% | 11µM* | ? | -5% | -5% | ? | 0%[53 µM] | -6%[53 µM]
25 | CC1(C)C(=O)Nc2ccccc2N1C(=O)Cn1ncc(Cl)c(Cl)c1=O | -15% | ? | -3% | 1.1µM* | -3% | -9% | -6% | 0%
26 | OCCSc1nc2ccccc2n1CCOc1ccccc1 | · | -10% | -2% | -15% | 1% | -6% | 1% | -5%
27 | CC(C)(Oc1ccc(CCNC(=O)c2ccc(-c3ccccc3)o2)cc1)C(=O)O | 11% | -20% | ? | 10% | -5% | -5% | -6% | -2%
28 | Cc1cccc(NS(=O)(=O)c2ccc(C)c(C(=O)OCC(=O)Nc3cc(C)on3)c2)c1 | -2% | -5% | 0% | ? | 9% | ? | 4% | -6%
29 | N#Cc1c(N)nc2c(c1-c1ccncc1)CCCC2 | -6% | -5% | 2% | ? | 8% | -5% | 13% | -1%
30 | CCn1c(-c2ccc(S(=O)(=O)N3CCOCC3)cc2)csc1=Nc1ccc(C)c(Cl)c1 | 4% | -17% | 3% | · | · | -30% | 6% | -21%
31 | O/N=C(/CCc1ccccc1)c1ccc2c(c1)OCCO2 | -7% | -15% | -9% | ? | -2% | -26% | 0% | -1%
32 | CC(=O)Nc1ccc(S(=O)(=O)Nc2nc3ccccc3nc2Nc2ccc3ccccc3c2)cc1 | 11% | ? | -2% | -13% | ? | ? | 14% | -15%
33 | O=C(CS(=O)(=O)c1ccccc1)c1ccc2c(c1)OCCO2 | ? | -7% | 4% | ? | 6% | -7% | 3% | 0%
34 | C#C[C@]1(OC(C)=O)CCC2C3CCC4=CC(=O)CCC4C3CC[C@]21C (stereo partly specified) | · | ? | -8% | -10% | 8% | -13% | 3% | -1%
35 | O=C(Nc1ccc(Br)cc1F)N1CCC(CN2CCCC2)CC1 | · | -5% | -8% | · | · | -5% | -3% | 10%
36 | Cc1[nH]n(-c2ccccc2)c(=O)c1/C=N\NC(=O)C1COc2ccccc2O1 (stereo unspecified) | -5% | ? | 1% | -5% | 0% | -20% | 0% | -2%
37 | O=C(CCCn1c(=S)[nH]c2cc3c(cc2c1=O)OCO3)N1CCN(c2ccccc2F)CC1 | -5% | ? | 3% | -4% | -1% | -28% | 3% | 1%
38 | COc1ccc(CCNC(=O)Cc2cccs2)cc1OC | 3% | -11% | -8% | 13% | 0% | -11% | 6%[53 µM] | 1%[53 µM]
39 | Cc1oc2ccc(O)c(CN3CCOCC3)c2c1C(=O)c1ccc(Cl)cc1 | -15% | -6% | 4% | ? | -15% | -3% | 5% | 0%
40 | COc1ccccc1C/C(N)=N/OC(=O)COc1cccc(C)c1 | 74%[activator] | -8% | -10% | 4% | 7% | -7% | 3% | -2%
41 | COc1nc(OC)nc(N2CCC(C(=O)NCC3CCCCC3)CC2)n1 | · | -11% | ? | -1% | 7% | -5% | -8% | -1%
42 | COc1ccc(CNC(=O)C2CCN(c3nnc(-n4c(C)ccc4C)s3)CC2)c(OC)c1 | · | ? | -15% | · | · | -20% | 2% | -2%
43 | COc1cc2[nH]c(=S)nc(NCCc3ccc(S(N)(=O)=O)cc3)c2cc1OC | -6% | 17% | 2% | 11% | 3% | -14% | 4% | 2%
44 | CCc1ccc(NC(=O)c2noc(C(C)C)c2[N+](=O)[O-])cc1 | · | -20% | 10% | ? | 8% | -23% | -6% | -1%
45 | O=C(CSc1nc2ccccc2[nH]1)N/N=C/c1ccncc1 | 3% | -11% | -5% | ? | 3% | -11% | 2% | 0%
46 | CC(=O)Oc1cc2c3c(c1)/C(=C1/SC(=S)NC1=O)C(=O)N3C(C)(C)C=C2C | -20% | 7.1µM* | ? | · | -5% | 7.1µM*[quencher] | 3% | -6%
47 | CCCC(=N)C1=C(O)CC(CC(C)SCC)CC1=O (stereo unspecified) | -3% | -7% | -8% | -9% | -1% | -4% | -6% | -1%
48 | CCCn1c(N)c(C(=O)CSc2nnc(Cc3ccccc3)o2)c(=O)n(C)c1=O | 10% | 5% | -5% | 4% | 12% | -11% | 3% | -6%

Compound activity as filed in PubChem.

Not a hit list; about 8.5% have a hit in one of these screens.
